AGP1-GFP MLPCN: alters AGP1-GFP fluorescence in TOR pathway yeast screen. S. cerevisiae AGP1-GFP multiplex flow cytometry, 3 h; GFP as percent of DMSO wells. GFP response vs DMSO, % at 10 µM. 0.02% of 320,000 active;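 active = GFP response relative to DMSO above a set limit, near screen average plus 3 SD, cut at about 150% in these data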;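 also: median GFP channel fluorescence of the gated AGP1 strain per well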
proCasp3 act: procaspase-3 (human) activation. P42574. recombinant procaspase-3 D3A, Ac-DEVD-pNA absorbance 405 nm. activation, % at 8.5 µM. 0.11% of 330,000 active;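 active = activation above the mean of all tested compounds plus 3 SD, cut at about 21% in these data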;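 also: 0% = DMSO alone and 100% = DMSO wells spiked with extra 5 µM PC-3 D3A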
Target sequence (P42574 whole entry D9A/D28A/D175A): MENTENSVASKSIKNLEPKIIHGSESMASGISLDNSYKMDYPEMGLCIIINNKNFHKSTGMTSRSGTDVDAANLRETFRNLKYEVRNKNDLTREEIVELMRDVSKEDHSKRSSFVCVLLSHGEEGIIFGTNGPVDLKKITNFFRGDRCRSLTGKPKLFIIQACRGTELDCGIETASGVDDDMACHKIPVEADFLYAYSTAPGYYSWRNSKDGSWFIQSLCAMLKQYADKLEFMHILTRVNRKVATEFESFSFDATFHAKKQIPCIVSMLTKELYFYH
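Test system: Procaspase-3 D3A mutant, all three cleavage aspartates alanine | Dosing: Single dose, 8.5 µM nominal compound, 0.8% DMSO | Schedule: 1 h preincubation, 2 h reaction | Technique: 405 nm absorbance of p-nitroaniline, reads at 0 and 120 min | Repeats: One well per compound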
MEP2 TOR yeast: modulators of TOR pathway MEP2-GFP in S. cerevisiae. GFP response vs DMSO, % at 10 µM. S. cerevisiae MEP2-GFP strain, flow cytometry GFP, 3 h; 100% = DMSO control level. 0.51% of 330,000 active;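 active = GFP response versus DMSO above a set limit, roughly screen mean plus 3 SD, cut at about 180% in these data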;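 also: median GFP fluorescence of the barcode-gated MEP2-GFP cells per well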
AHR act: human AHR activation; P35869; AHR-responsive luciferase reporter cells, luminescence; activation, % at 5 µM; 2.5% of 320,000 active; AID 2796; in the data active = activation above about 47%;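 also: 0% = vehicle wells and 100% = reference agonist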
CIT2 TOR yeast: modulators of TOR pathway CIT2-GFP in S. cerevisiae; S. cerevisiae CIT2-GFP strain, flow cytometry, 3 h; 100 means same as DMSO wells; GFP response vs DMSO, % at 10 µM; 0.065% of 320,000 active;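 active = GFP response relative to DMSO above a set limit, near the screen mean plus 3 SD, cut at about 150% in these data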;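 also: ratio of well median GFP fluorescence to mean of DMSO wells on the plate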
LAP4 TOR yeast: alters LAP4-GFP fluorescence in TOR pathway yeast screen; S. cerevisiae LAP4-GFP multiplex, flow cytometry GFP, 3 h; median GFP as percent of DMSO wells; 0.34% of 320,000 active; GFP response vs DMSO, % at 10 µM;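 active = GFP response vs DMSO above a set limit, about the screen mean plus 3 SD, cut at about 150% in these data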
RPL19A-GFP yeast: alters RPL19A-GFP fluorescence in TOR pathway yeast screen | percent response vs DMSO, % at 10 µM | S. cerevisiae RPL19A-GFP strain, flow cytometry, 3 h; active compounds read low | 0.3% of 330,000 active;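 active = percent response vs DMSO below 50%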;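 also: median channel GFP fluorescence of the barcoded RPL19A-GFP strain; ratio of sample median GFP to plate DMSO average so 100% = DMSO; lower means less RPL19A-GFP as with rapamycin TOR inhibition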
proCasp7 act: counter-screen: procaspase-7 (human) activation | P55210 | recombinant procaspase-7, Ac-DEVD-pNA absorbance 405 nm; D23A/D198A/D206A triple mutant, cannot self-cleave; scale: DMSO 0, 5 µM enzyme 100 | activation, % at 8.5 µM | 0.093% of 330,000 active | AID 463210;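 active = percent activation above the screen-wide mean plus 3 SD, cut at about 25% in these data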
Target sequence (P55210 whole entry D23A/D198A/D206A): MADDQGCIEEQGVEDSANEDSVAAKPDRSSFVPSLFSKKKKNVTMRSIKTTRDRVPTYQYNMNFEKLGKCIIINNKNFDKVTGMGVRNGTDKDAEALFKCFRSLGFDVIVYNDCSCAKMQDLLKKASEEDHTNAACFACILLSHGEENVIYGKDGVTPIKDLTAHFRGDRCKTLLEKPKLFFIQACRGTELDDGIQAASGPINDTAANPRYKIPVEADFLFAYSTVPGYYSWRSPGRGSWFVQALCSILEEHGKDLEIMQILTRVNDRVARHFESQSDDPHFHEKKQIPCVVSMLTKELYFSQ
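Replicates: singlicate. Assay system: Procaspase-7 triple mutant (PC-7 D3A). Signal: 405 nm absorbance of p-nitroaniline. Times: 1 h preincubation, 2 h reaction. Buffer or medium: Zinc-free HEPES pH 7.4 with 300 mM NaCl, 0.01% Triton X-100. Also added: DEVD-pNA substrate. Benchmarks: DMSO wells as 0%, DMSO with 5 µM added PC-7 as 100%.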
Starred values were filed as active, the others as inactive; nt = not tested or not shown.

SMILES | AGP1-GFP MLPCN | proCasp3 act | MEP2 TOR yeast | AHR act | CIT2 TOR yeast | LAP4 TOR yeast | RPL19A-GFP yeast | proCasp7 act
CSCC[C@H](NC(=O)N1C[C@H]2C[C@@H](C1)c1cccc(=O)n1C2)C(=O)Nc1ccc(NC(C)=O)cc1 | 101 | 8 | 100 | 1 | 102 | 105 | 100 | -5
COc1ccccc1C(=O)OCC(=O)N1CCC(Cc2ccccc2)CC1 | 94 | -1 | 92 | 3 | 98 | 96 | 97 | -2
O=c1[nH]c(CN2CCN(c3ncccn3)CC2)nc2c(Br)cc(Br)cc12 | 96 | 4 | 91 | 0 | 92 | 104 | 94 | 5
CSc1ccc(S(=O)(=O)NCC(=O)OCC(=O)N2CCCC2=O)cc1[N+](=O)[O-] | 114 | 6 | 95 | -1 | 91 | 98 | 96 | 3
CCN(C(=O)COC(=O)c1ccc(Br)o1)C1CCCCC1 | 99 | 0 | 99 | -1 | 105 | 103 | 98 | -9
COc1ccc(CCNC(=O)CSc2nc(O)c(CCC(C)C)c(=O)[nH]2)cc1OC | 102 | 3 | 112 | -1 | 106 | 96 | 100 | 8
CCN(CC)C(=O)CSc1nnc(-c2ccccn2)n1Cc1ccccc1 | 91 | 9 | 103 | 6 | 103 | 88 | 99 | 6
CC(=O)NC12CC3CC(C1)CC(C(=O)N1CCN(S(=O)(=O)c4ccc(Cl)s4)CC1)(C3)C2 | 99 | -5 | 105 | -2 | 121 | 105 | 97 | -1
COc1ccc(CNc2cc(C)ccn2)cc1 | 98 | 2 | 121 | 2 | 104 | 97 | 106 | 1
CC(C)[C@H](NS(=O)(=O)c1ccccc1)C(=O)OCC(=O)NC(=O)c1cccn1C | 88 | 5 | 94 | 1 | 92 | 90 | 91 | 1
CCCn1c(C(C)Nc2nc(-c3ccc(C)cc3)cs2)nc2ccccc21 (stereo unspecified) | 91 | -8 | 94 | 13 | 88 | 123 | 100 | -9
Cc1c(NC(=O)CN2C(=O)NC(C)(c3ccccc3Cl)C2=O)c(=O)n(-c2ccccc2)n1C (stereo unspecified) | 102 | 2 | 104 | 0 | 104 | 96 | 105 | 6
COC(=O)c1ccc(CSc2ccc3nnc(-c4cccc(F)c4)n3n2)o1 | 104 | -1 | 100 | 5 | 96 | 102 | 101 | -8
Cc1ccc(N2CCCCn3c2nc2c3c(=O)[nH]c(=O)n2C)cc1 | 97 | 6 | 106 | 2 | 99 | 85 | 90 | -1
O=C(Oc1ccc(C(=S)N2CCC(O)CC2)cc1)c1ccc(Cl)cc1 | 102 | 7 | 100 | 1 | 97 | 97 | 99 | -3
CCCc1nnc(NC(=O)CCC(=O)N2CCN(Cc3ccc(F)cc3)CC2)s1 | 117 | 1 | 121 | 2 | 120 | 111 | 116 | 0
CN1CCN(/C=N/c2c(C#N)cnn2C)CC1 | 105 | -2 | 100 | 2 | nt | 94 | 106 | 0
c1ccc2[nH]c(NN=C3CCCCCC3)nc2c1 | 98 | -4 | 99 | 40 | 96 | 96 | 99 | 0
CCc1ccccc1NC(=O)CSc1nnc(CNC(=O)c2ccco2)n1C | 85 | 17 | 121 | -1 | 94 | 107 | 105 | 5
CC1SCC(NC(=O)c2cccc(Cl)c2)CS1 (stereo unspecified) | 105 | -4 | 96 | 1 | 92 | 106 | 100 | 1
CCCc1nc2scc(-c3ccc(C)cc3)c2c(=O)n1N | 90 | 7 | 93 | 0 | 80 | 104 | 99 | 7
Cc1ccc(NC(=O)c2cccc3c2C(=O)N(C2CCCCC2)C3)cc1 | 103 | 0 | 106 | -1 | 98 | 101 | 96 | 6
CC1(C)CC(=O)C2=C(C1)NC(=O)CC2c1ccc(N(CCC#N)CCC#N)cc1 (stereo unspecified) | 95 | 7 | 88 | 3 | 94 | 93 | 94 | 5
COc1ccccc1N1CCN(c2ccnc3cc(Cl)ccc23)CC1 | 93 | 6 | 91 | 2 | 88 | 100 | 96 | 7

Filtered by structure, the entries above containing an aryl methoxy group (4)
SMILES | AGP1-GFP MLPCN | proCasp3 act | MEP2 TOR yeast | AHR act | CIT2 TOR yeast | LAP4 TOR yeast | RPL19A-GFP yeast | proCasp7 act
COc1ccccc1C(=O)OCC(=O)N1CCC(Cc2ccccc2)CC1 | 94 | -1 | 92 | 3 | 98 | 96 | 97 | -2
COc1ccc(CCNC(=O)CSc2nc(O)c(CCC(C)C)c(=O)[nH]2)cc1OC | 102 | 3 | 112 | -1 | 106 | 96 | 100 | 8
COc1ccc(CNc2cc(C)ccn2)cc1 | 98 | 2 | 121 | 2 | 104 | 97 | 106 | 1
COc1ccccc1N1CCN(c2ccnc3cc(Cl)ccc23)CC1 | 93 | 6 | 91 | 2 | 88 | 100 | 96 | 7

Later entries
SMILES | AGP1-GFP MLPCN | proCasp3 act | MEP2 TOR yeast | AHR act | CIT2 TOR yeast | LAP4 TOR yeast | RPL19A-GFP yeast | proCasp7 act
CC(C)c1nnc(NC(=O)CCC(=O)N2CCN(C3c4ccccc4-c4ccccc43)CC2)s1 | 121 | -1 | 93 | 0 | 89 | 103 | 96 | 9
Cc1cc(C(=O)OCC(=O)c2cccc([N+](=O)[O-])c2)c2ccccc2n1 | 104 | -2 | 101 | -1 | 104 | 102 | 103 | -2
CCCN(CCC)CCCNC(=O)CNC(=O)c1nn(-c2ccc(OC)cc2)c(=O)c2ccccc12 | 98 | -6 | 95 | 7 | 94 | 92 | 97 | 4
CCC(=O)N(CCc1ccccc1C)Cc1cc2cc3c(cc2[nH]c1=O)OCO3 | 92 | 0 | 95 | 27 | 91 | 88 | 91 | 5
COc1ccc(N2CCN(C(=O)CCNC(=O)c3ccc(C(C)(C)C)cc3)CC2)cc1 | 98 | -3 | 93 | 3 | 92 | 108 | 94 | -2
COc1cc(Cl)c(C)cc1NC(=O)COC(=O)C1=COCCO1 | 87 | -3 | 88 | 0 | 83 | 86 | 89 | 8
CN(/C(=N/S(=O)(=O)c1ccccc1)c1ccccc1)S(=O)(=O)c1ccccc1 | 98 | -6 | 99 | -2 | 97 | 95 | 101 | -1
O=C(NCC(=O)N1CCN(Cc2ccccc2)CC1)c1ccc(Br)cc1 | 101 | 0 | 104 | -2 | 105 | 100 | 104 | 4
CCC(=O)NNc1cc(=O)c2c(=O)n(C)c(=O)n(C)c2[nH]1 | 103 | 1 | 102 | 2 | 118 | 94 | 101 | 2
Cc1cc(NC(=O)CCC(=O)N(CCC(C)C)CC(=O)NCC2CCCO2)no1 (stereo unspecified) | 102 | -1 | 107 | 1 | 107 | 101 | 95 | 5
COc1ccc(/C=C/C2=CC(C)(C)NC(=S)N2)cc1OC | 97 | 4 | 100 | 11 | 102 | 93 | 100 | -5
Cc1nc(-c2ccc(F)cc2)c(CC(=O)N(C)CC(=O)Nc2ccccc2Cl)s1 | 96 | 1 | 95 | 0 | 83 | 101 | 92 | 3
COCCSc1nc2c(c(=O)[nH]c(=O)n2C)n1CCCc1ccccc1 | 98 | -13 | 105 | 10 | 94 | 101 | 97 | -22
COc1ccc(-c2nnc3ccc(SCC(=O)N4CCCC4)nn23)cc1 | 103 | -1 | 94 | 6 | 104 | 104 | 104 | -5
CC(=O)Cc1nsc(NC(=O)c2ccc(COc3ccc(C)cc3)o2)n1 | 91 | -3 | 98 | 1 | 87 | 96 | 94 | -4
COc1ccc(C(=O)Nc2cnn(Cc3c(F)cccc3Cl)c2)cc1OC | 100 | 2 | 102 | 7 | 101 | 100 | 101 | 8
CN1C(=O)CC(Sc2ccccc2C(=O)O)C1=O (stereo unspecified) | 104 | -9 | 108 | -3 | 104 | 99 | 98 | -31
CC(/C=N/NC(=O)CN1CCN(Cc2ccc(Cl)cc2)CC1)=C\c1ccco1 | 95 | 4 | 105 | 2 | 98 | 94 | 101 | 2
COc1cc(C(=O)NCC(=O)NC(C)CCc2ccccc2)cc(OC)c1OC (stereo unspecified) | 94 | 3 | 94 | 5 | 95 | 98 | 88 | -3
O=C(COC(=O)Cc1ccc(F)cc1)Nc1ccc(Cl)cn1 | 104 | -3 | 104 | -1 | 88 | 97 | 99 | -1
CC(=O)N1C(=S)NC(=O)/C1=C1/C(=O)N(CC(=O)Nc2cccc(C)c2)c2ccccc21 | 108 | -11 | 98 | 0 | 112 | 95 | 104 | -17
Fc1ccc(-c2nnc(SCc3ncc(-c4ccccc4)o3)n2CC2CCCO2)cc1 (stereo unspecified) | 99 | 4 | 98 | 0 | 101 | 96 | 98 | 6
CCN(CC)C(=O)Cn1c(=O)n(Cc2ccccc2Cl)c2c1c(=O)n(C)c(=O)n2C | 107 | 5 | 104 | 0 | 121 | 111 | 102 | -3
O=C(NCCCCCCNC(=O)c1ccccc1O)c1ccccc1O | 95 | -1 | 107 | 4 | 103 | 94 | 105 | -8
CCOc1ccc2[nH]c(=O)c(CN(CCO)C(=O)CC)cc2c1 | 95 | -2 | 95 | -1 | 104 | 89 | 92 | -3
C/C(=N\Nc1nc(N2CCCCC2)nc(N2CCOCC2)n1)c1ccccc1O | 95 | -1 | 102 | 5 | 92 | 125 | 91 | 13
Cc1c(N2C(=O)C(=O)/C(=C(/O)c3ccc(Br)cc3)C2c2cccnc2)c(=O)n(-c2ccccc2)n1C (stereo unspecified) | 105 | 5 | 96 | 1 | 98 | 104 | 97 | -2
c1ccc(CCc2nc(-c3ccc(-n4cccc4)cc3)no2)cc1 | 98 | 7 | 97 | -2 | 100 | 100 | 97 | 2
N#CCc1cc2ccc3cccc4ccc(c1)c2c34 | 105 | -9 | 95 | -3 | 100 | 107 | 100 | 1
CC(=O)Nc1ccc(SC[C@H](Cc2ccccc2)N2CC[C@@H](C(C)(C)C)CCC2=O)cc1 | 96 | -5 | 85 | 8 | 101 | 94 | 94 | -16
O=C(NCCc1nnc2ccc(SCC(=O)N3CCCC3)nn12)c1ccccc1 | 97 | 0 | 106 | 0 | 95 | 105 | 97 | -1
Cc1cccc(Nc2ncnc3onc(-c4ccc(F)cc4)c23)c1C | 85 | 5 | 94 | 7 | 73 | 108 | 97 | 6
S=C(NCc1ccco1)N1CCN(c2ccccc2Cl)CC1 | 111 | -16 | 111 | 0 | 115 | 115 | 105 | -12
CCc1nc(SCC#N)c(C#N)cc1C | 88 | 12 | 103 | 1 | 102 | 91 | 101 | 1
CCOC(=O)CN1C(=O)S/C(=C/c2ccc(OC)c([N+](=O)[O-])c2)C1=O | 94 | -9 | 93 | -3 | 92 | 97 | 99 | 6
Cc1ccc(NC(=O)c2ccc(S(=O)(=O)NCc3ccco3)cc2)nc1 | 104 | 9 | 101 | 1 | 104 | 109 | 103 | 10
CC(C)(C)C(=O)N1CCN(c2ccc(NC(=O)c3ccc([N+](=O)[O-])o3)cc2)CC1 | 100 | -3 | 106 | -7 | 107 | 100 | 106 | 1
COc1ccc(C2NC(=O)NC(C)=C2C(=O)Nc2cccc(C)c2C)cc1 (stereo unspecified) | 102 | 14 | 97 | -1 | 99 | 99 | 98 | 8
CC(C)C(NC(=O)c1ccc(C(C)(C)C)cc1)C(=O)N1CCC(C(N)=O)CC1 (stereo unspecified) | 95 | -1 | 105 | -1 | 87 | 96 | 96 | 1
Cc1cccc(NC(=O)CCNC(=O)c2ccc(Br)cc2)c1C | 104 | nt | 106 | nt | 96 | 94 | 105 | nt

Screening results deposited in PubChem BioAssay by several laboratories.

Not a hit list. Share with any hit: about 3.5%.
